# Assay outcomes from PubChem.
# Platelet DG rel – modulates dense granule release in human platelets; human platelet-rich plasma, SFLLRN dense granule ATP release, luminescence; inhibition, %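 (compounds screened at 7.5 µM in platelet-rich plasma)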; actives 0.22% (n = 300,000);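 active means mean replicate score, as percent of positive control, at or above 50; inconclusive means mean below 50 but at least one replicate at or above 50; inactive means mean and every replicate below 50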
# TRPC6 inh – blocks the mouse TRPC6 cation channel | actives 1.1% (n = 310,000) | B-score at 10 µM | HEK293-TRPC6, membrane potential dye, ACh-evoked depolarization; active compounds read low | Q61143 | AID 2553;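 active means B-score under library mean minus 3 SD, initial fluorescence not abnormally high, positive integrated signal ratio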;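 further: B-score derived from integrated fluorescence ratio over the kinetic read; more negative B-score means stronger inhibition of depolarization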
# Target sequence (Q61143 whole entry, looked up): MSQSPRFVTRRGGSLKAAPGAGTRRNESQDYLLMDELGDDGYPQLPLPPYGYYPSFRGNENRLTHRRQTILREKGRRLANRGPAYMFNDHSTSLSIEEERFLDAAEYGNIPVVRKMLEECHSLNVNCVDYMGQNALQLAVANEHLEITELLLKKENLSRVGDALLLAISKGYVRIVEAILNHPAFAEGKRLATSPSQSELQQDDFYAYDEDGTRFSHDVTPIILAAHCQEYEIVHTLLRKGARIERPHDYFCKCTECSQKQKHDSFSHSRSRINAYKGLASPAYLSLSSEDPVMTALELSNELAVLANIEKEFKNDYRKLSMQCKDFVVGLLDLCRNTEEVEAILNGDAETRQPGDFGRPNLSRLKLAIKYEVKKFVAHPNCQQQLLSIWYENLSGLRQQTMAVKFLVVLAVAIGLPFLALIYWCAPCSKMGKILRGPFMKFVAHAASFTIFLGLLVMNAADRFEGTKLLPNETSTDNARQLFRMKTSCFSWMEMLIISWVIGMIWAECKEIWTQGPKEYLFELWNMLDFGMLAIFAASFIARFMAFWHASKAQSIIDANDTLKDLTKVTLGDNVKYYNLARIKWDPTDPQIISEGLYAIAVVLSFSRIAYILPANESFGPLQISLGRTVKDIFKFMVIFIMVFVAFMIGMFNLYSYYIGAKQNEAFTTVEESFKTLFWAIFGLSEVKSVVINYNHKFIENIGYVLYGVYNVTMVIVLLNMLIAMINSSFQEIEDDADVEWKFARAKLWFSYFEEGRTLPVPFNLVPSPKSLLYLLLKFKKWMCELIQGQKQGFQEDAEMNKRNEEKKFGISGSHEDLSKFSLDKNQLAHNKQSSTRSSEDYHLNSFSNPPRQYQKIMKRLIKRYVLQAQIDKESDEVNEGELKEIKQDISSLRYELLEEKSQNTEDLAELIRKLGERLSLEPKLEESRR
# RGS4 inh – human RGS4 inhibition; actives 0.45% (n = 310,000); HEK293 M3R/RGS4 inducible, Fluo-4 calcium flux; active compounds read high; triggered by carbachol at its EC20; B-score at 10 µM; P49798;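 active means B-score, a plate-corrected calcium signal, over three deviations above library mean, with baseline fluorescence within five deviations of library mean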;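 further: RGS4 expression induced by doxycycline in cells with stable M3 receptor; B-score is computed from the integrated fluorescence ratio over baseline after carbachol; higher B-score means a larger calcium signal and so more RGS4 inhibition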
# Target sequence (P49798 whole entry, looked up): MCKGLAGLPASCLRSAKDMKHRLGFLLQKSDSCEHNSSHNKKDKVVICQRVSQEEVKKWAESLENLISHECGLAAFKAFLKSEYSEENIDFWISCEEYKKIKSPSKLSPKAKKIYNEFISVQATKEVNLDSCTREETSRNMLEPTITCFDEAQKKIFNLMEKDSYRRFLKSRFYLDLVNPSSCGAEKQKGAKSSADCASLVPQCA
# HIF activator – HIF pathway transcriptional activation; U2OS HRE-luciferase reporter, luminescence; normalized: DMSO 0%, desferrioxamine 100%; activation, % at 7.5 µM (by protocol); actives 0.32% (n = 300,000);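 active means mean activation of at least 10% of the iron chelator positive control signal, with at least half of replicates also reaching 10%; inconclusive means mean and replicate majority disagree about reaching 10%; inactive means mean and most replicates under 10%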
# TRPC4 inh – inhibitors of mouse TRPC4 channel | Q9QUQ5 | HEK293 TRPC4beta/mu-opioid, DAMGO-evoked Fluo4 calcium flux; active compounds read low | B-score at 10 µM | actives 0.39% (n = 300,000);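 active means B-score over 3 SD under the library average, no early fluorescence shift, positive overall ratio signal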
#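 Signal: kinetic Fluo4 fluorescence imaging of calcium influx. Material: stable TRPC4beta/mu-opioid receptor HEK293 cells. Probe or stimulus: DAMGO in two steps, submaximal then maximal.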
# RGS4 pot – RGS4 potentiation or activation. B-score at 10 µM. HEK293 M3R/inducible RGS4, carbachol calcium flux Fluo4; active compounds read low. actives 0.92% (n = 310,000). AID 463111;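 active means B-score of the integrated calcium signal more than 4 SD below the library mean, with starting fluorescence not abnormally high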;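 further: negative B-score means reduced calcium response which marks RGS4 activation or potentiation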
#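 test system = HEK293 cells with stable M3R and inducible RGS4 | schedule = recording 10 s baseline at 1 Hz, 100 s post-agonist | technique = Fluo4-AM (2 µM) calcium-flux fluorescence, kinetic read | measure = Agonist-evoked peak-minus-minimum fluorescence over baseline, integrated ratio, B score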
# MrgX1 ag – activates human MrgX1 receptor signaling | B-score at 10 µM | AID 588627 | actives 0.44% (n = 310,000) | Q96LB2 | MrgX1-HEK293 cells, Fluo-4 calcium fluorescence, agonist mode; active compounds read high;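 active means calcium response B-score plate-corrected fluorescence ratio at least 3 library SD, with starting fluorescence B-score inside 5 SD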
#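 System: HEK293 cells stably expressing human MrgX1 receptor; Dosing: test compound in the initial addition of three; Schedule: overnight plating, then 30 min 37 °C plus 30 min room-temperature dye loading; Detection: kinetic calcium dye fluorescence, Fluo-4 NW; Controls: per-plate positive and negative controls for Z′ factor.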
# TRPC6 act – mouse TRPC6 channel activation | HEK293-TRPC6 membrane potential dye fluorescence; active compounds read high | actives 0.13% (n = 310,000) | AID 2550 | Q61143 | B-score at 10 µM;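 active means B-score of the integrated fluorescence ratio above library mean plus 3 SD, and starting fluorescence ratio within library mean plus 5 SD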;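 further: higher score means more depolarization so channel activation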
# MrgX1 antag – human MrgX1 receptor antagonism, primary screen; MRGX1-HEK293 calcium flux, Fluo-4, BAM8-22 antagonism; active compounds read low; B-score at 10 µM; Q96LB2; actives 1.3% (n = 310,000); AID 588676;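 active means calcium-response B-score plate-corrected more than 3 library SD below zero, starting fluorescence within 5 deviations, no agonist response on first addition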;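 further: peak minus trough fluorescence over baseline after final BAM8-22 challenge near maximal dose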
# MrgX1 allo act – allosterically activates human MrgX1 receptor signaling. Q96LB2. MrgX1-HEK293, Fluo-4 calcium flux, FDSS; active compounds read high. B-score at 10 µM. actives 0.63% (n = 310,000);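 active means plate-corrected calcium response at least 3 library SD above typical, normal starting fluorescence, not activating the receptor alone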;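 further: compound read alongside a low EC10 to EC30 dose of BAM8-22 agonist; peak minus trough fluorescence over baseline measured at the second addition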
# SKKanGAS inh – blocks kanamycin growth of S. pyogenes SKKanGAS strain; BacTiter-Glo, 6 h; inhibition, % at 7.5 µM; actives 1.3% (n = 300,000); AID 1662;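 active means mean replicate score, as percent of positive control median, at least 50; inconclusive means mean below 50 but one replicate at or above 50; inactive means mean and every replicate below 50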;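 further: strain carries kanamycin resistance gene driven by streptokinase promoter and grows in 40 µg/ml kanamycin; loss of luminescence reflects streptokinase promoter inhibition or plain growth inhibition; 0% = median of DMSO wells and 100% = positive control at its reference dose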
# Starred values were filed as active, the others as inactive; i = inactive; ? = inconclusive; · = no result given.
SMILES,Platelet DG rel,TRPC6 inh,RGS4 inh,HIF activator,TRPC4 inh,RGS4 pot,MrgX1 ag,TRPC6 act,MrgX1 antag,MrgX1 allo act,SKKanGAS inh
CCOc1ccc(N2CC(C(=O)Nc3nnc(Cc4ccc(OC)c(OC)c4)s3)CC2=O)cc1 (centres undefined),-10,i,i,-0.2,i,i,i,i,i,i,1
CN(C)CCCn1c(SCC(=O)Nc2nc(-c3cccc(Br)c3)cs2)nc2ccccc2c1=O,1,i,i,0.8,i,i,i,i,i,i,97*
COc1ccc(Nc2nc(C)nc3c2nnn3Cc2ccccc2Cl)c(OC)c1,-4,i,i,0.4,i,i,i,i,i,i,-1
CC(C)c1nnc(NC(=O)c2nc(S(=O)(=O)Cc3ccc(F)cc3)ncc2Cl)s1,-19,i,i,-1.0,i,i,i,i,i,i,7
COc1ccc(NC(=O)c2cc(-c3ccco3)on2)cc1,0,i,i,3.1,i,i,i,i,i,i,-4
NC(=S)N=Nc1c(O)n(Cc2ccc(F)cc2)c2ccccc12,5,i,i,-0.3,i,i,i,i,i,i,-8
O=C(/C=C/c1ccccc1)NNc1ccc(Cl)cc1,-14,i,i,-0.2,i,i,i,i,i,i,0
COc1cccc(CNC(=O)c2nnn(CC(=O)Nc3cc(Cl)ccc3C)c2N)c1,-4,i,i,-1.4,i,i,i,i,i,i,-16
CCC(C)[C@H](NC(=O)[C@@H]1CSC2c3ccccc3C(=O)N21)C(=O)NCC1CCCO1 (some centres undefined),-8,i,i,-0.1,i,i,i,i,i,i,3
COC(=O)c1sc(NC(=O)c2ccc([N+](=O)[O-])o2)c(C#N)c1C,-4,i,i,0.3,i,i,i,i,i,i,30
COc1ccc(CCNC(=O)c2ccc(COc3ccccc3OC)o2)cc1,0,i,i,0.4,i,i,i,i,i,i,-4
Cc1ccc(NC(=O)N2CCc3ccccc3C2)c(C)c1,1,i,i,2.2,i,i,i,i,i,i,-2
O=C(Nc1cccc(C(F)(F)F)c1)C1(c2ccccc2)CC1,-2,i,i,0.3,i,i,i,i,i,i,-5
O=C(CCNS(=O)(=O)c1ccc2c(c1)CCC(=O)N2)Nc1ccc2c(c1)OCCO2,6,i,i,-0.6,i,i,i,i,i,i,-1
O=C(Nc1ccc2c(c1)OCCO2)c1ccc(Br)cc1,3,i,i,-14,i,i,i,i,i,i,-7
CC(C)c1ccc(-n2cnn(-c3ncccc3[N+](=O)[O-])c2=O)cc1,-3,i,i,1.6,i,i,i,i,i,i,0
COc1ccc(NS(=O)(=O)c2cccc(NC(=O)NC3CCCCC3)c2)cc1,-14,i,i,-0.3,i,i,i,i,i,i,18
COC(=O)c1ccc(Cl)c(NC(=O)CSc2nnc(-c3ccncc3)o2)c1,24,i,i,-0.7,i,i,i,i,i,i,?
Cc1cc(N/N=C2\CC(C)CC(C)(C)C2)nc2ccccc12 (centres undefined),-2,i,i,1.3,i,i,i,i,i,i,15
COC(=O)[C@H](Cc1c[nH]c2ccccc12)NC(=O)CCCc1c[nH]c2ccccc12,0,i,i,-1.2,i,i,i,i,i,i,4
Cc1nn(CC(=O)Nc2ccccc2)c(=O)c2ccccc12,-1,i,i,-0.2,i,i,i,i,i,i,5
Cc1ccc(S(=O)(=O)N/N=C\c2ccccc2OCc2ccccc2)cc1,-2,i,i,0.9,i,i,i,i,i,i,-8
CCCn1c(SCC(=O)Nc2nonc2C)nnc1-c1ccoc1C,0,i,i,0.3,i,i,i,i,i,i,-1
CCOCCc1nnc(NC(=O)CN2C(=O)c3ccccc3C2=O)s1,-6,i,i,-0.1,i,i,i,i,i,i,-5
CC1=N/C(=C/c2cc(Br)cc(Br)c2O)C(=O)O1,11,i,i,0.4,i,i,i,i,i,i,0
O=C1CSC(c2cccc(F)c2)N1c1ccc(O)cc1 (centres undefined),1,i,i,0.0,i,i,i,i,i,i,3
CC(C)CCN1CCN(Cc2cnc(N3CCCC3)s2)CC1CCO (centres undefined),-8,i,i,-0.4,i,i,i,i,i,i,1
O=C(Nc1sc2c(c1C(=O)O)CCC2)c1ccco1,5,i,i,-0.4,i,i,i,i,i,i,5
COc1ccc(C(C(=O)NC2CCCC2)N(C(=O)c2snc(-c3ccc(F)cc3)c2N)c2ccc(OC)cc2)cc1 (centres undefined),-4,i,i,-0.2,i,i,i,i,i,i,8
Cc1cccc(NC(=O)COc2ccccc2C(=O)NC(C)c2ccccc2)c1 (centres undefined),4,i,i,-0.8,i,i,i,i,i,i,8
Cc1cccc(C)c1NC(=O)CSC(=O)c1sc2ccccc2c1Cl,-2,i,i,0.2,i,i,i,i,i,i,35
CC(NC(=O)[C@H](C)N1C(=O)N2CCc3c([nH]c4ccccc34)[C@@]2(C)C1=O)c1ccccc1 (some centres undefined),-1,i,i,0.2,i,i,i,i,i,i,6
CS(=O)(=O)N1Cc2ccccc2CC1C(=O)OCC(=O)Nc1ccc2ccccc2c1 (centres undefined),13,i,i,0.2,i,i,i,i,i,i,15
COc1ccc(-c2[nH]c(-c3ccccc3)nc2SCC(=O)NCc2ccco2)cc1OC,0,i,i,0.0,i,i,i,i,i,i,-3
Cc1ccc(CN2CCN(C(=O)C3CCCO3)CC2)cc1 (centres undefined),1,i,i,-0.2,i,i,i,i,i,i,5
CCOC(=O)c1sc(-c2ccc(OC)cc2)cc1N,3,i,i,2.8,i,i,i,i,i,i,1
CN=C1S/C(=C\c2c(OC)cc(OC)cc2OC)C(=O)N1C,10,i,i,-1.6,i,i,i,i,i,i,-11
CCOC(=O)N1CCN(CC(O)COc2ccccc2[N+](=O)[O-])CC1 (centres undefined),-12,i,i,-0.9,i,i,i,i,i,i,-4
CCCn1cnc2cc(NCc3cccc(OC)c3)ccc21,-5,i,i,·,i,i,i,i,i,i,1
C=CCn1c(CCc2ccccc2)nnc1SCC(N)=O,6,i,i,-0.5,i,i,i,i,i,i,0

# Quoted at random: two compounds from above, in no set order.
SMILES,Platelet DG rel,TRPC6 inh,RGS4 inh,HIF activator,TRPC4 inh,RGS4 pot,MrgX1 ag,TRPC6 act,MrgX1 antag,MrgX1 allo act,SKKanGAS inh
Cc1ccc(S(=O)(=O)N/N=C\c2ccccc2OCc2ccccc2)cc1,-2,i,i,0.9,i,i,i,i,i,i,-8
CC1=N/C(=C/c2cc(Br)cc(Br)c2O)C(=O)O1,11,i,i,0.4,i,i,i,i,i,i,0

# (list continues)
SMILES,Platelet DG rel,TRPC6 inh,RGS4 inh,HIF activator,TRPC4 inh,RGS4 pot,MrgX1 ag,TRPC6 act,MrgX1 antag,MrgX1 allo act,SKKanGAS inh
O=C(CCCNC(=O)/C(=C/c1ccccc1F)NC(=O)c1ccccc1)OCc1ccccc1,4,i,i,0.2,i,i,i,i,i,i,3
CN(C)S(=O)(=O)c1cccc(NC(=S)Nc2cccc3cnccc23)c1,0,i,i,-0.5,i,i,·,i,·,·,-5
CC(C(=O)NCCC1=CCCCC1)c1ccc([N+](=O)[O-])cc1 (centres undefined),-4,i,i,-0.4,i,i,i,i,i,i,6
CN1CCc2nc(SCC(=O)Nc3ccc(Cl)cc3)c(C#N)cc2C1,21,i,i,1.6,i,i,i,i,i,i,-2
C=CCOc1ccc(/C=N/NC(=O)c2c(C)nc3ccc(Cl)cn23)cc1,8,i,i,0.6,i,i,i,i,i,i,3
CN(C(=O)c1cccnc1)c1nc(-c2ccccc2)cs1,0,i,i,1.4,i,i,i,i,i,i,8
CCOc1ccc(CCNc2nc3ccccc3n3cnnc23)cc1OCC,-15,i,i,0.0,i,i,i,i,i,i,-9
Cc1ccc(Cn2ncc3c(N4CCN(CCc5ccccc5)CC4)ncnc32)cc1,-5,i,i,-0.2,i,i,i,i,i,i,0
Cc1cc2n(n1)C(c1cccs1)Nc1ccccc1-2 (centres undefined),-6,i,i,0.6,i,i,i,i,i,i,14
COc1ccc(/C=C2/SC(=O)NC2=O)cc1,6,i,i,1.2,i,i,i,i,i,i,13
CC(OC(=O)c1cc(S(=O)(=O)N(C)C)ccc1N1CCCC1)C(=O)NCc1ccccc1 (centres undefined),-4,i,i,0.1,i,i,i,i,i,i,-3
Cc1csc(SCC(=O)NC(C)c2ccccc2)n1 (centres undefined),1,i,i,0.1,·,i,i,i,i,i,0
COC(=O)c1ccsc1NC(=O)C1=COCCO1,-18,i,i,0.0,i,i,i,i,i,i,-4
O=C(CSc1nc2ccccc2s1)N1c2ccccc2Sc2ccc(Cl)cc21,-1,i,i,-0.5,i,i,i,i,i,i,1
CCCc1cc(C(=O)Nc2cccc([N+](=O)[O-])c2)cs1,-15,i,i,3.6,i,i,i,i,i,i,-22
CCCN1C2CCCC1CC(NC(=O)c1cccc(Cl)c1)C2 (centres undefined),2,i,i,0.0,i,i,i,i,i,i,-1
Cc1ccccc1NC(=O)/C(C#N)=C/c1ccc(-c2ccc(Cl)c(C(=O)O)c2)o1,0,i,i,0.1,i,i,i,i,i,i,24
CN(C)c1ccc(/C=C2\CCCc3c2nc2ccccc2c3C(=O)O)cc1,-3,i,i,2.1,i,i,i,i,i,i,-1
N#CCC(=O)N/N=C/c1ccccc1Cl,1,i,i,-5.6,i,i,i,i,i,i,-1
O=c1c(Cl)c(Cl)cnn1Cc1ccc(F)cc1,4,i,i,-0.2,i,i,i,i,i,i,2
CCN(CC)CCNC(=O)c1ccc(NC(=O)c2cn(-c3ccccc3)nc2-c2cccs2)cc1,4,i,i,0.0,i,-8.1*,i,i,i,i,-4
CCOc1ccc(NC(=O)CN2CCN(CC(=O)Nc3ccc4c(c3)OCO4)CC2)cc1,-22,i,i,0.6,i,i,i,i,i,i,4
Cc1ccc(Cl)cc1N1CCN(C(=O)C2(S(=O)(=O)c3ccc(Cl)cc3)CC2)CC1,1,i,i,-0.9,i,i,i,i,i,i,10
O=C(c1ccc(NS(=O)(=O)c2cccc(C(F)(F)F)c2)cc1)N1CCCC1,-2,i,i,0.2,i,i,i,i,i,i,6
Clc1ccc(-c2nc(C3CCCCC3)no2)cc1,0,i,i,2.2,i,i,i,i,i,i,-13
Cc1cc(OCCCCN2C(=O)NC(C)(C)C2=O)cc(C)c1Cl,0,i,i,-0.8,i,i,i,i,i,i,-5
